KDM5B inhibitor = KDM5B demethylase inhibition | KDM5B demethylase, FDH-coupled NADH fluorescence (FDH is formaldehyde dehydrogenase) | Potency, µM (doses to about 57.7 µM), without a hit: top-dose activity change, negative = inhibition, actives largely listed as inhibitors | hit rate 2.6% among 220,000; active means well fitted inhibition curve with a large enough effect; inconclusive means small, poorly fitted or top-dose-only effect; inactive means no such curve, though single readings can be large or run the other way; further: 0% is about no effect; nearly all actives have a fitted effect of over 70% in size
Target sequence (Q9UGL1 whole entry, looked up): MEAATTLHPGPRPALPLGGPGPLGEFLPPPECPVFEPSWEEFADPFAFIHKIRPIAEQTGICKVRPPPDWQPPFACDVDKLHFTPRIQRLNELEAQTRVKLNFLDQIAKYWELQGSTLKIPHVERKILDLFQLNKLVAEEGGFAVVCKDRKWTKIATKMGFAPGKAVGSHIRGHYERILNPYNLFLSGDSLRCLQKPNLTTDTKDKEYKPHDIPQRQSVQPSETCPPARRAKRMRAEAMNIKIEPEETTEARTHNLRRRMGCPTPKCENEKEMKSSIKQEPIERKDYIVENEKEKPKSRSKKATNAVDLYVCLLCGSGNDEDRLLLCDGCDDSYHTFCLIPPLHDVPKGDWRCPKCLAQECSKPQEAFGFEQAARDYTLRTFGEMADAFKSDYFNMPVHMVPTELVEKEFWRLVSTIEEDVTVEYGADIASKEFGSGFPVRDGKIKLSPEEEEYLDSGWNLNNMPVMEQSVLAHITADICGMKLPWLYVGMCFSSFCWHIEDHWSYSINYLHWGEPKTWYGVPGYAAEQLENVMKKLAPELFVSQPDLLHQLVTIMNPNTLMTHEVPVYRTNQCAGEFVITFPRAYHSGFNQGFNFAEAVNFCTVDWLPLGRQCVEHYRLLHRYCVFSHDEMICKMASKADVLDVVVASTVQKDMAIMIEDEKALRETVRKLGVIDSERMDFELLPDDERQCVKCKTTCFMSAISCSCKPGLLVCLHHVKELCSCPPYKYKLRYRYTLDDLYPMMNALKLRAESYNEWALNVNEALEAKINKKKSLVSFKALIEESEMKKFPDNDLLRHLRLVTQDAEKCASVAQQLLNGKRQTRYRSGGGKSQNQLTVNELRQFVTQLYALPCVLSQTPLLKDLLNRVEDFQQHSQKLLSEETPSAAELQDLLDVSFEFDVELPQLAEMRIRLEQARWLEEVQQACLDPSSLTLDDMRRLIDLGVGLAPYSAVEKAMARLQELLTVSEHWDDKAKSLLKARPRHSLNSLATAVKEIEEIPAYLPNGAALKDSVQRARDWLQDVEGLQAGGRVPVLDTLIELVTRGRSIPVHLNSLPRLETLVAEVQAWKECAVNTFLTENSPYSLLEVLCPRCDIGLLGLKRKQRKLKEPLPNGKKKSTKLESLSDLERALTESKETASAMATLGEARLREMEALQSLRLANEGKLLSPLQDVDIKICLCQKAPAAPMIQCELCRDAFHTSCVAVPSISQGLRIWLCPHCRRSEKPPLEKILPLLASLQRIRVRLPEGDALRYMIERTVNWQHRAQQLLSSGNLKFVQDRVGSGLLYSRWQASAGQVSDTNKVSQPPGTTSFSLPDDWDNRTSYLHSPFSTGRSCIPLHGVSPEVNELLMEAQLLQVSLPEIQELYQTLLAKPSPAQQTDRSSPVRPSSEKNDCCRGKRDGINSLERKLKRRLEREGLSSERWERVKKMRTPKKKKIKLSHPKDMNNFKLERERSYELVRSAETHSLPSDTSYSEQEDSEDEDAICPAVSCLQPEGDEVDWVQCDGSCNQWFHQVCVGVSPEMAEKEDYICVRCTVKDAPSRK
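Coupled FDH/NAD⁺ fluorescence readout. KDM5BΔAP 200 nM final; compound titration, 10 min RT preincubation; substrate mix 12.5 µM H3K4me3, 25 µM 2-OG, 50 µM Fe(II), 100 µM ascorbate, 0.25 mM NAD⁺, 0.25 U/mL FDH; ΔRFU over 30 min.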
The depositor's hits bear a star; i = inactive; ? = inconclusive; [ ] = another dose, or the depositor's remark. Potency means the concentration at half of the fitted maximal effect.

KDM5B inhibitor	mol
1%	CCCn1c(C)cnc1C1CCN(S(=O)(=O)c2cc(OC)ccc2OC)C1 (stereo not given)
-8%	CCOC(=O)Cn1nc(N2CCN(c3ccc(F)cc3)CC2)ccc1=O
-18%	COc1cc(NC(=O)NCCc2c(C)nn(C)c2C)cc(OC)c1OC
0%	CC1CN(C(=O)N2CCC(C(=O)NC3CCCCCC3)CC2)c2ccccc2O1 (stereo not given)
-18%	O=c1c2cnc(N3CCc4ccccc4C3)nc2ccn1-c1cc(Cl)cc(Cl)c1
-12%	COc1ccc(-c2cc(C(=O)Oc3cccc(Br)c3)no2)cc1
17%	CN1/C(=C/C(=O)CSC(=S)N2CCCC2)C(C)(C)c2ccccc21
?	O=[S+]([O-])(NCC1CN(Cc2ccncc2Cl)CC12CN(c1ccccc1)C2)c1ccccc1 (stereo not given)
1%	COc1ccc(C(=O)N2CCC3(CC2)C(OC)C(=O)N3c2cccc(F)c2)cn1 (stereo not given)
-17%	CCOc1ccc(C(=O)NCCc2sc3nc(-c4ccc(Cl)cc4)nn3c2C)cc1OCC
-6%	CCN1C(=O)C2CC3(CCN(C(=O)c4cnccc4C)CC3)CN2C1=O (stereo not given)
8%	Cc1ccc(Cn2ccnc2SCC(=O)NCc2ccc(F)cc2)cc1
29%	CC(=O)Nc1ccc(C)c(NS(=O)(=O)c2cccc(C(F)(F)F)c2)c1
-29%	Cc1ccc(NC(=O)c2ccc(C)c(S(=O)(=O)N3CCCCCC3)c2)cc1
51%[activator]	CN(C)S(=O)(=O)N1C[C@@H]2CC[C@H](C1)N(C(=O)CCn1cnnn1)C2
22%	COc1ccc(C(=O)C(C)Cl)cc1 (stereo not given)
-30%[86.2 µM]	CN1CCN(C(=O)c2ccnc(-c3nnc4ccc(N(C)C)nn34)c2)CC1
0%	O=C(c1cc(COc2c(F)cccc2F)on1)N1CCSCC1
?	Cc1ccc(-c2noc([C@@](C)(N)Cc3ccccc3)n2)nn1
-10%	CCc1nc(N2CCC3(CC2)OCCO3)c2nnn(Cc3ccccc3)c2n1
-14%	COCCN1CCC(C(=O)Nc2ccc(Oc3ccccc3F)cc2)CC1
-11%	NC(=O)CCC[C@@H]1[C@H]2CCCN3CCC[C@@H](CN1Cc1ccccc1)[C@@H]23
-11%	Cc1cc(COc2ccc(C(=O)c3ccc(F)cc3)cc2)on1
15%	CN(CCC#N)C(=O)Cn1nc(C(=O)O)c2ccccc2c1=O
?	CCCCOc1ccc(C(=O)Nc2ccc3oc(=O)ccc3c2)cc1
?	Cc1ccc2oc(-c3ccccc3)cc(=NCCCCCC(=O)O)c2c1
14%	COc1ccc2oc(=O)c(C(=O)NC(C)(C)CC(C)(C)C)cc2c1
-4%	O=Cc1cnccc1-c1ccccc1
1%	O=C(O)C1CCCN(S(=O)(=O)Cc2ccccc2)C1 (stereo not given)
?	Oc1c(C(c2ccc(Cl)cc2)N2CCC3(CC2)OCCO3)sc2nc(-c3ccco3)nn12 (stereo not given)
-16%	Cc1nc([C@@H]2CN(C(=O)CCCc3nc4ccccc4s3)C[C@H]2C(N)=O)n[nH]1
-7%	CCc1ccc2[nH]c(C)c(CC(=O)NCc3ccc(C)o3)c2c1
?	Oc1ccc(/C=C/c2nc(-c3ccccc3O)n(-c3ccccc3)n2)c(O)c1
?	C=CCN(CC=C)C(=O)c1cc(-c2ccc(OCC)cc2)nc2ccccc12
1%	CC1CCCCN1C(=O)CSc1nnc(-c2cccc(Cl)c2)o1 (stereo not given)
-4%	CC(C)NC(=O)C1COC2(CCN(C(=O)c3ccc(F)cc3F)CC2)N1C(=O)c1ccc(F)cc1 (stereo not given)
?	CCCc1cc(=O)oc2cc(C)cc(OCC(=O)N[C@H](CO)[C@H](C)CC)c12
5%	NC(=O)COc1cccc(CN2CCN(c3ccc(F)cc3F)CC2)c1
-20%	CCc1ccccc1S(=O)(=O)Cc1ccc(C(=O)NCc2ccc(Cl)cc2)o1
?	CCOC(=O)c1sc(NC(=O)/C=C/c2ccc(C(C)C)cc2)c(C(=O)OCC)c1C
21%	C=CC[N+](CC)(CC)CC#Cc1cccc(C)c1
?	COc1ccccc1NC(=O)CN(c1ccc(C(C)C)cc1)S(=O)(=O)c1c(C)noc1C
18%	COC[C@@H]1CN(C(=O)c2ccc3ncccc3c2)C[C@H]1c1ccccn1
12%	Cc1ccc(S(=O)(=O)Nc2nc3ccccc3nc2Nc2cccc(C(=O)O)c2)cc1
17%	Cc1ccc(NC(=O)c2n[nH]c(=O)c3ccccc23)cc1S(=O)(=O)N1CCCCC1
14%[86.2 µM]	COc1ccc(CN2C(=O)[C@@H]3C[C@@H](O)CN3C3(CN(C4CCCCC4)C3)C2=O)cc1
-8%	CCNS(=O)(=O)c1ccc(NC(=O)c2cccc(NC(=O)C(CC)CC)c2)cc1
112µM*	COC(=O)CNC(=O)c1ccc2nccn2c1
?	COc1cc([N+](=O)[O-])ccc1NC(=S)Nn1cnnc1
-20%	c1cnc(N2CCOCC2)c(OC2CCNC2)n1 (stereo not given)
0%	Cc1ccc(NCCC(=O)c2cc3ccccc3o2)cc1Cl
?	CN(C)c1ccc(CN[C@H]2C[C@H]3C(=O)NC[C@@H](CCC(=O)N4CCCC4)N3C2)cc1
-4%	O=C(COc1ncnc2sc3c(c12)CCC3)N1CCCc2ccccc21
5%	Cn1c(CCNC(=O)CCc2ccc3c(c2)CN(C(=O)C2CC2)CCO3)nc2ccccc21
15%[86.2 µM]	CN1CCC(N[C@@H]2CO[C@H](CNC(=O)c3cccs3)[C@H]2O)CC1
?	FC(F)(F)c1ccc2nc([C@H]3CCN(Cc4ccccn4)C3)[nH]c2c1
28%	CC(C)c1ccc(N2CC(C(=O)NCc3cncn3C3CC3)CC2=O)cc1 (stereo not given)
17%	Cc1ccc(Cn2c(CCNC(=O)C(C)C)nc3ccccc32)cc1
?	O=c1[nH]c(-c2ccc(F)cc2)nc2c1CCN(S(=O)(=O)c1ccc3c(c1)CCC3)C2
8%	Cc1cccc(C(C)C)c1NC(=O)c1c(-c2ccccc2)noc1C

Later entries:
KDM5B inhibitor	mol
-6%[86.2 µM]	COCCN1C(=O)[C@@H]2C[C@@H](CN2C(=O)NCc2ccccc2)Oc2ccccc21
17%	O=C(O)CSc1ccc(Cl)cc1
-3%	O=C(OCc1cc(Cl)c2c(c1)OCCCO2)C12CC3CC(CC(Cl)(C3)C1)C2
3%	CC(=O)Nc1ccc(NC(=O)COC(=O)c2cc([N+](=O)[O-])ccc2N2CCOCC2)cc1
-8%[86.2 µM]	O=C(c1cccnc1)N1C[C@@H](F)[C@@H](OCc2nc3ccc(C(F)(F)F)cc3[nH]2)C1
-24%	CN1CCCCCCN(C(=O)c2ccco2)[C@H]2CCC[C@H]2C1=O
?	Cc1ccc(-c2cc(C(=O)NC3=NCCS3)c3ccccc3n2)cc1
13%	Cc1ccc(N2CCCS2(=O)=O)cc1NS(=O)(=O)c1ccc(F)cc1C
-26%	CC(C)c1ccc(-n2ccnc(NCc3ccccc3)c2=O)cc1
22%	Cc1c(-c2ccccc2)oc2c(C(=O)OCC(=O)NC(=O)NC3CCCC3)cccc2c1=O
28µM*	CCc1noc(-c2ccn3c(CNC(=O)c4ccoc4)nnc3c2)n1
?	CC(NC(=O)c1cc2cc(F)ccc2[nH]1)c1ccccc1 (stereo not given)
-5%	Cc1noc(-c2ccc(OC3CN(C(=O)Nc4cccc(F)c4)C3)cc2)n1
?	O=C(C1=C(O)C(=O)N(CC2CCCO2)C1c1ccccc1F)c1ccco1 (stereo not given)
8%	CCCOc1ccc(C(=O)Nc2ccc3oc(-c4cccnc4)nc3c2)cc1

Exported in markdown: part of the list above
| compound | KDM5B inhibitor |
| --- | --- |
| CC(C)c1ccc(-n2ccnc(NCc3ccccc3)c2=O)cc1 | -26% |
| Cc1c(-c2ccccc2)oc2c(C(=O)OCC(=O)NC(=O)NC3CCCC3)cccc2c1=O | 22% |
| CCc1noc(-c2ccn3c(CNC(=O)c4ccoc4)nnc3c2)n1 | 28µM* |
| CC(NC(=O)c1cc2cc(F)ccc2[nH]1)c1ccccc1 (stereo not given) | ? |
| Cc1noc(-c2ccc(OC3CN(C(=O)Nc4cccc(F)c4)C3)cc2)n1 | -5% |

Next records
KDM5B inhibitor	mol
-8%	c1ccc([C@@H]2C[C@H]2c2nc(C3CCOCC3)n[nH]2)cc1
?	COc1ccc(S(=O)(=O)Oc2ccc3oc(=O)c(-c4ccc(OC)c(OC)c4)c(C)c3c2)cc1
?	CCCCNC(=O)CCCN1C(=O)CCn2nc(-c3cccn3C)cc21
?	CCn1c2c(c(=O)n1-c1ccccc1)CCN(C(=O)c1cccc(N(C)C)c1)C2
?	O=[S+]([O-])(c1cccc(C(F)(F)F)c1)N1CCCC2(CC(c3ccccc3)=NO2)C1 (stereo not given)
?	OCCCNC(=S)NCCc1ccccc1
-8%	CC1CN(c2nc3ccccn3c(=O)c2/C=C(\C#N)C(N)=O)CC(C)O1 (stereo not given)
4%	CC(=O)Nc1c(C)nn(-c2ccccc2)c1N1CCC(C(=O)Nc2ccc(F)cc2Cl)CC1
10%	O=C(NCCc1ccc(Cl)cc1)c1ccc2c(=O)n(-c3ccccc3)c(=O)[nH]c2c1
19%	COC[C@@H]1CN(S(=O)(=O)c2ccccc2F)C[C@H]1c1ccncc1
-29%	COc1ccccc1OCC(=O)Nc1c(C(=O)c2ccc(F)cc2)oc2ccccc12
8%	CC(=O)Nc1ccc(S(=O)(=O)N2CCC(NC(=O)CC(C)(C)C)CC2)cc1
-13%[86.2 µM]	CCC(CC)C(=O)NC[C@@H]1C=C(C)[C@H](Cc2nc3ccc(C)cc3[nH]2)C[C@H]1C(C)C
-1%	O/N=C/c1ccc(OCc2c(Cl)cccc2Cl)cc1
-21%	Cc1cccc(C)c1NC(=O)Cn1nnc(S(=O)(=O)c2ccccc2)c1N

Reformatted: four of the compounds above.
| canonical_smiles | KDM5B inhibitor |
| --- | --- |
| O=[S+]([O-])(c1cccc(C(F)(F)F)c1)N1CCCC2(CC(c3ccccc3)=NO2)C1 (stereo not given) | ? |
| OCCCNC(=S)NCCc1ccccc1 | ? |
| CC1CN(c2nc3ccccn3c(=O)c2/C=C(\C#N)C(N)=O)CC(C)O1 (stereo not given) | -8% |
| CC(=O)Nc1c(C)nn(-c2ccccc2)c1N1CCC(C(=O)Nc2ccc(F)cc2Cl)CC1 | 4% |

Carrying on.
KDM5B inhibitor	mol
13%	CC(=O)N1CCC([C@@H]2CN(C(=O)c3cc(C)cc(C)c3)C[C@H]2CO)CC1
3%	Cc1noc(C)c1[S+](=O)([O-])N1CCC2(CC1)CNC(=O)c1ccccc1O2
-25%	COc1ncccc1CN1C[C@H]2[C@H](C1)[S+](=O)([O-])C(C)(C)C(=O)N2CC1CCOCC1
?	CC(NC(=O)c1ccc(-c2ccccc2)cc1)C(c1ccccc1)N1CCOCC1 (stereo not given)
-15%	CC(C)CC(=O)C(=O)N1CCN(Cc2cccnc2)[C@@H]2CS(=O)(=O)C[C@@H]21
?	O=C(CCc1ccccc1)N1CCCN(c2cc(-c3ccccc3)[nH]n2)CC1
-21%	Cc1ccc(C)c(C(=O)N2CCC3(CC2)N=C(c2ccccc2)NO3)c1
17%	COc1ccc(C2(C(=O)N3C[C@@H](C(N)=O)[C@H](c4n[nH]c(C)n4)C3)CC2)cc1
21%	Cc1c(Cl)c(C(=O)N[C@H]2[C@@H]3CCO[C@@H]3[C@@H]2C2CCCC2)nn1C
-9%	O/N=C1\CCCOc2ccc(Br)cc21
i	C[S+](=O)([O-])c1ccc(-c2nc(C(=O)N3CCOCC3)n3ccccc23)cc1
?	CCOc1ccccc1CNC(=O)C1CCN(c2nnc(C)c3c(C)n(-c4ccc(C)cc4)nc23)CC1
-7%	CCC(=O)N1CCc2cc(Br)cc(S(=O)(=O)N3CCCC(C(=O)Nc4ccc(CC)cc4)C3)c21 (stereo not given)
-2%	CN1CCCC2(CCN(S(=O)(=O)c3ccc4[nH]c(=O)[nH]c4c3)C2)C1=O (stereo not given)
23%	C/C(=N/NC(=O)CNC(=O)C(c1ccccc1)c1ccccc1)c1ccco1
?	O=C(COc1ccc(Cl)cc1)NCCc1csc(-c2cccc(F)c2)n1
-7%	O=C(COc1ccccc1)Nc1nnc(SCc2cc(=O)n3cc(Cl)ccc3n2)s1
9%	COc1ccccc1NC1(c2nnnn2-c2cccc(C)c2)CCC(C)CC1 (stereo not given)
-14%	CN(C)C(=O)c1cc2c(s1)CCC(C(=O)N1CCN(c3cccc(Cl)c3)CC1)C2 (stereo not given)
?	COCCn1c(C)cc(C(=O)N2CCCC(Cc3noc(C4CC4)n3)C2)c1C (stereo not given)
12%[115 µM]	O=C1NC(=NC2CCCCC2)C2(CCCN([S+](=O)([O-])c3ccccc3)C2)N1c1cccnc1 (stereo not given)
-13%	CCOc1ccc(NC(=O)NCCN2CCN(c3cccc(C)c3C)CC2)cc1
-6%	Cc1ccc(C(=O)N2CCCCCCNC(=O)CC2)s1
12%	CCC1(C)CC(=O)OC(=O)C1
27%	CCOCc1nc(C2CCCN2S(=O)(=O)c2c(C)nn(C)c2C)no1 (stereo not given)

Molecules above containing a cyano group:
KDM5B inhibitor	mol
15%	CN(CCC#N)C(=O)Cn1nc(C(=O)O)c2ccccc2c1=O
-8%	CC1CN(c2nc3ccccn3c(=O)c2/C=C(\C#N)C(N)=O)CC(C)O1 (stereo not given)

5 structures already listed, arranged by length of the SMILES, lowest first.
KDM5B inhibitor	mol
12%	CCC1(C)CC(=O)OC(=O)C1
-6%	Cc1ccc(C(=O)N2CCCCCCNC(=O)CC2)s1
27%	CCOCc1nc(C2CCCN2S(=O)(=O)c2c(C)nn(C)c2C)no1 (stereo not given)
?	COCCn1c(C)cc(C(=O)N2CCCC(Cc3noc(C4CC4)n3)C2)c1C (stereo not given)
-7%	O=C(COc1ccccc1)Nc1nnc(SCc2cc(=O)n3cc(Cl)ccc3n2)s1

Compound activity as filed in PubChem.

An excerpt. The share of hits here may be higher or lower than overall.
